mouse EphA4 binding: inhibitors of EphA4 binding to KYL peptide, primary screen, biochemical, colorimetric, mouse EphA4 (AID 689); Ephrin type-A receptor 4 (Mus musculus); EphA4-AP binding to KYL peptide, pNPP A405; higher % means a stronger effect; inhibition, % at 10 µM, or IC50 in µM where a hit was titrated; 62,000 compounds, 0.1% hits; in the data active = a potency from the dose series; inactive = the rest, 99 in 100 with inhibition below about 22%
An asterisk follows results filed as active. Some of the compounds tested, so the mix of outcomes need not match the whole.

SMILES,mouse EphA4 binding
C/C(=N\NC(=O)c1c[nH]c2ccccc12)c1ccco1,0.4%
NC(=O)CSc1nnc(-c2cccs2)n1-c1ccccc1,-10.6%
C=CCN(CC=C)S(=O)(=O)c1ncn[nH]1,-8.4%
CC1CCCCC1NC(=O)C1CCN(S(=O)(=O)N2CCOCC2)CC1 (configuration not stated),-2.2%
COc1cc(-c2cn[nH]c2N)cc(OC)c1OC,-2.6%
N=c1sccn1CC(=O)Nc1ccccc1Oc1ccccc1,-22.6%
CSCC[C@H](NC(=O)C1CCN(S(=O)(=O)c2ccc(C)cc2)CC1)C(=O)NCc1ccco1,-0.8%
O=C(c1cc(Cl)ccc1Cl)N(Cc1ccccc1)c1ccccn1,-16.5%
CC(=O)c1c(C(C)=O)c(C)n(NC(=O)c2ccc(Cl)cc2)c1C,-10.3%
CCCCSc1nsc(NC(C)=O)n1,-9.1%
S=C(Nc1ccc2c(c1)OCO2)NC1CCN(Cc2ccccc2)CC1,-8.3%
CCOC(=O)c1cnn(CCOC(=O)C(C)(C)C)c1NC(=O)C(C)(C)C,0.5%
CC(C)NC(=O)CC(c1ccccc1)c1cc(Br)ccc1O (configuration not stated),9.3%
Cc1cc(N2CCN(C(=O)c3ccco3)CC2)n2nc(-c3cccc(Cl)c3)cc2n1,2.1%
CCOC(=O)N1CCN(C(=O)c2cc(C)c3c(C)nn(-c4ccccc4)c3n2)CC1,-6.3%
O=C1CC(N2CCOCC2)C(=O)N1Cc1ccc(N2CCCC2=O)cc1 (configuration not stated),-3.9%
O=C(CCS(=O)(=O)c1ccc(Br)s1)NCc1ccc2c(c1)OCO2,-5.8%
CCn1cc(C(=O)N2CCCc3ccccc32)c2cc(OC)c(OC)cc2c1=O,-6.7%
Fc1ccc2nc(-c3ccccc3)nc(SCc3nnc(-c4ccccc4)o3)c2c1,2.6%
O=C(Cn1ncc2c(=O)oc3ccccc3c21)NC1CC1,-2.4%

Brought forward from above: 3 compounds, then new ones.
SMILES,mouse EphA4 binding
CCn1cc(C(=O)N2CCCc3ccccc32)c2cc(OC)c(OC)cc2c1=O,-6.7%
Fc1ccc2nc(-c3ccccc3)nc(SCc3nnc(-c4ccccc4)o3)c2c1,2.6%
O=C(Cn1ncc2c(=O)oc3ccccc3c21)NC1CC1,-2.4%
CCOc1cc(C#N)c(NC(=O)c2cccnc2Cl)cc1OCC,-5.2%
O=C(COc1ccccc1)Nc1cccc(Cl)c1Cl,-6.1%
O=[N+]([O-])c1ccc2c(c1Nc1ccccc1)=NC1(CCCCC1)N=2,0.0%
COc1cc(C2NC(=O)NC(C)=C2C(=O)OCc2ccc3c(c2)OCO3)cc(Br)c1O (configuration not stated),-9.9%
CC1=C(C(=O)c2ccccc2)C(c2cn(-c3ccccc3)nc2-c2ccc(Cl)cc2)NC(=S)N1 (configuration not stated),7.9%
COc1ccc(C(=O)Nc2cc3c(cc2C#N)OCO3)cc1S(=O)(=O)NCc1ccco1,-5.2%
COc1ccc(C2CN=NC23CCCc2ccccc2C3=O)cc1 (configuration not stated),-4.8%
O=C1CC(O)(C(F)(F)C(F)F)Oc2ccc(Cl)cc21 (configuration not stated),-3.0%
O=C(Nc1ccc(OC(=O)c2ccccc2)c(-c2nc3ccccc3s2)c1)c1ccccc1,-3.7%
Cc1c(Br)c([N+](=O)[O-])nn1C(C)C(=O)Nc1nccs1 (configuration not stated),-12.2%
Fc1cccc(NC(=S)Nc2ccc(Br)cc2)c1,-2.2%
COc1ccc(NC(=O)c2ccccc2[N+](=O)[O-])c(OC)c1,-6.8%
O=C(CSc1ccccn1)OCC(=O)c1ccc(Br)cc1,2.8%
Cc1ccc(-n2c(=O)[nH]cc(C(=O)N3CCc4ccccc43)c2=O)cc1,-6.8%
CCCCCC(O)CCc1n[nH]c(=S)n1-c1ccccc1 (configuration not stated),-20.0%
COc1ccccc1OCCNC1CCCC1,1.2%
COc1ccccc1C=NC(CO)C(O)c1ccc([N+](=O)[O-])cc1 (configuration not stated),-14.6%
O=C1CC(N2CCN(c3cccc(C(F)(F)F)c3)CC2)C(=O)N1c1ccccc1F (configuration not stated),-1.0%
CC(=O)Nc1c(C)cc(C2(c3cc(C)c(NC(C)=O)c(C)c3)CCCCC2)cc1C,-2.8%
COC(=O)C1=C(N)Oc2cc(C)oc(=O)c2C1c1cccnc1 (configuration not stated),-6.1%
CCC(C(=O)OC)n1cnc2c(nnn2-c2ccc(OC)cc2)c1=O (configuration not stated),-7.3%
CCOC(=O)C1C(=O)C=C(/C=C/c2ccccc2)CC1c1ccc(Cl)cc1 (configuration not stated),4.3%
CCn1c(SCC(=O)Nc2cc(OC)c(OC)c(OC)c2)nnc1-c1cccs1,-2.2%
N#Cc1cnn(-c2nc(SCc3ccccc3)nc3sc4c(c23)CCCC4)c1N,0.0%
Cc1sc2ncnc(SCc3ccco3)c2c1C,4.0%
CCC(NC(=O)NC1=NCCS1)(C(F)(F)F)C(F)(F)F,-5.1%
Fc1ccc(-n2nnnc2-c2cnc(-c3cccs3)nc2C(F)(F)F)cc1,-9.7%
c1cncc(-c2nc3cc4ccccc4cc3[nH]2)c1,-17.8%
COc1ccc(/C=C/c2c([N+](=O)[O-])c(=O)n(C)c(=O)n2C)cc1OC,-3.6%
O=Cc1ccc(N2CCCC2)c(F)c1,-10.4%
CC1(C)CC(=O)C2=C(C1)N(Cc1ccccc1)C(=O)C2(NC(=O)C(C)(C)C)C(F)(F)F (configuration not stated),-12.9%
Fc1ccccc1CSc1nc2ccccc2[nH]1,6.8%
COc1ccc(C(=O)Cn2c3ccccc3n3nc(CCC(=O)O)c(=O)nc23)cc1OC,0.4%
O=C(CSc1nc2ccccc2c(=O)n1NC(=O)Cc1ccccc1)NCc1ccccc1Cl,-8.9%
Cc1nnc(NC(=O)CSc2nnc(-c3ccoc3C)n2CC(C)C)s1,-5.3%
Cc1ccnc(SCC(=O)N2CCN(C(c3ccccc3)c3ccccc3)CC2)n1,-6.8%
Cc1cc(C)c(OCCCCN2CCCC2)c(Cl)c1,-8.6%
CC(=O)Nc1ccc(NC(=O)Cn2c(-c3ccc(F)cc3)cnc2SCC(=O)Nc2c(C)cccc2C)cc1,-20.9%
COc1ccc(-n2c(SCC(=O)NC3CCCCC3)nc3ccsc3c2=O)cc1,-10.7%
CCOc1ccc(C2Nc3cccc4cccc(c34)N2)cc1OC,0.5%

Reformatted as labelled records: part of the list above
Cc1ccnc(SCC(=O)N2CCN(C(c3ccccc3)c3ccccc3)CC2)n1
- mouse EphA4 binding: -6.8%
Cc1cc(C)c(OCCCCN2CCCC2)c(Cl)c1
- mouse EphA4 binding: -8.6%

Going on with the list:
SMILES,mouse EphA4 binding
Cc1cccc(NC(=O)CCN2CC(C)OC(C)C2)c1 (configuration not stated),-6.7%
Cc1cc(C)n(-c2ccc(C(=O)OCC(=O)Nc3ccc(Cl)c(S(=O)(=O)N(C)C)c3)cc2)n1,-6.5%
CCOC(=O)CSc1nc(-c2ccccc2)nc2ccc(F)cc12,-7.4%
O=C(O)COc1ccccc1C1OC2CCCCC2C2=CCCCC21 (configuration not stated),0.9%
O=C(CCSCCC(=O)NCc1cccs1)NCc1cccs1,3.8%
Cc1ccc(/C=N/NC(=O)Cc2c[nH]c3ccccc23)c(C)c1,-6.9%
COc1cc2ccccc2cc1C(=O)Nc1ccc(Cl)c(NC(=O)c2ccccc2)c1,17.3%
O=C(c1ccc(S(=O)(=O)N2CCCCC2)cc1)N1CCN=C1SCc1cccnc1,-15.1%
CCOc1ccc(/C=C2\C(=O)NC(=S)N(c3ccc(C)cc3)C2=O)cc1Cl,-2.3%
CC1=C2C(CCS2(=O)=O)CC2(C1)C(=O)OC(C)(C)OC2=O (configuration not stated),-3.9%
CCN(Cc1ccncc1)C(=O)c1cccc(S(=O)(=O)N2CCOCC2)c1,1.0%
C=CCN1C(=O)CN=C1Nc1cccc(C)c1,1.2%
CN=C1S/C(=C\c2ccc(Sc3ccc(Cl)cc3)o2)C(=O)N1C,-11.0%
Nc1nc(C(=O)N2CCOCC2)nn1S(=O)(=O)c1ccccc1,-2.0%
O=C(Nc1ccc2c(c1)OCCO2)c1cccnc1,-23.6%
CCOC(=O)CSc1nc2c(c(=O)n(C)c(=O)n2C)n1C,-5.1%
CCOC(=O)Cn1c(=O)oc2cc(S(=O)(=O)N(CCN(C)C)Cc3ccccc3)ccc21,-14.9%
Cc1cc(=O)n2[nH]c(=O)c(N=Nc3ccccc3)c2[nH]1,-7.3%
CCOC(=O)c1ccc(NC(=O)c2cc(Cl)c(OC)c(Cl)c2)cc1,-9.5%
CCOC(=O)c1[nH]cnc1C(=O)Nc1ccc(Br)cc1,8.3%
N#Cc1c(NC(=O)c2ccc(Cn3cc(Br)cn3)o2)sc2c1CCCCC2,-21.3%
O=C(Nc1ccc(N2CCCC2)cc1)C(Cl)c1ccccc1 (configuration not stated),12.0%
O=C(Nc1ncn[nH]1)c1ccc([N+](=O)[O-])cc1[N+](=O)[O-],10.9%
O=C(Nc1nc2ccccc2[nH]1)c1ccc(F)cc1,-4.6%
COc1cccc(/C(O)=C2/C(=O)C(=O)N(Cc3ccco3)C2c2ccncc2)c1 (configuration not stated),-1.2%
CC(=O)NC(c1ccco1)c1ccc2cccnc2c1O (configuration not stated),0.4%
CCCCCn1c(=O)[nH]c2cc(C(=O)NCCc3ccc(OC)c(OC)c3)ccc2c1=O,-14.5%
CC1(C)N=C(c2ccc(Cl)cc2Cl)C(=O)N1,-8.8%
CCCCn1c(SCC(N)=O)nnc1-c1ccco1,-15.8%
COCCCn1cnc2c(c1=O)c1nc3ccccc3nc1n2-c1ccccc1,-7.2%
CCOC(=O)c1[nH]c(C)c(C(=O)Nc2ccc3c(c2)OCCO3)c1C,-4.1%
C[C@H](Nc1ncnc2sc3c(c12)CCC3)C(=O)O,-12.9%
CCSc1nc2c(C)c(O)c(C)cc2[nH]1,4.9%
Nc1nnc(SCC(=O)c2ccccc2)s1,1.6%
O=C1NC2(CCCC2)N=C1c1ccc(F)cc1,-11.3%
CCOC(=O)c1c(N)n(C2CC(C)(C)NC(C)(C)C2)c2nc3ccccc3nc12,-9.6%
CCOc1ccc(-c2nnn(CC(=O)c3ccc4c(c3)OCCO4)n2)cc1,4.6%
CC1=C/C(=N\N=C2\NC(=O)C(CC(=O)Nc3ccc(C(=O)O)cc3)S2)CC(C)(C)C1 (configuration not stated),30.9%
Cc1c(NC(=S)NC(NC(=O)c2ccccc2Cl)C(Cl)(Cl)Cl)c(=O)n(-c2ccccc2)n1C (configuration not stated),-11.7%
CC(C(=O)NC1=NCCS1)N1C(=O)c2ccccc2C1=O (configuration not stated),-6.9%
CCOc1ccccc1NC1=C(Cl)C(=O)N(c2ccc(Cl)cc2)C1=O,-9.8%
CCCc1cc(N2CCCC(C(=O)Nc3ccc(OC)cc3OC)C2)n2ncnc2n1 (configuration not stated),-0.4%
Cn1c(NCCc2ccccc2)cc(=O)n(C)c1=O,-2.4%
CCC(C)NC(=O)CCC(=O)Nc1ccc2nc(N3CCOCC3)cc(C)c2c1 (configuration not stated),14.6%
O=C(CCCOc1ccc(Cl)cc1Cl)NCCCn1ccnc1,-2.5%
COC(=O)CCCCCCCCC(=O)Nc1nc2ccccc2s1,0.5%
CCCCOc1ccccc1C(=O)NCC(=O)O,-22.9%
NNC(=O)CNC(c1ccccc1)c1cc(Br)ccc1NC(=O)CCN1CCOCC1 (configuration not stated),-2.9%
Cc1ccc2[nH]c(-c3ccccc3)cc(=O)c2c1,-10.9%
COc1ccc(-c2noc(CSc3nnc(Cc4ccccc4)n3-c3ccc(Cl)cc3)n2)cc1,-6.5%
C=CCNC(=O)c1cc(Cl)c(OC)c(Cl)c1,7.0%
CC1CCN(c2c(NCC3CCC(C(=O)N4CCCCC4)CC3)c(=O)c2=O)CC1 (configuration not stated),6.1%
CCc1ccc(-n2c(Cn3nc(C(F)(F)F)cc3C)n[nH]c2=S)cc1,-3.7%
COc1ccc(-c2cc(-c3ccccc3)n3ncnc3n2)cc1,-16.4%
O=C(Nc1nccs1)c1ccccc1N=Cc1ccccc1,-9.5%
CC1CCN(C(=O)c2scc3c2OCCO3)CC1,-7.0%
CC(=O)NNc1cc(=O)c2c(=O)n(C)c(=O)n(C)c2[nH]1,-9.7%
Cc1ccc(C(=O)N/C(=C\c2cccc(Oc3ccccc3)c2)C(=O)NCCCn2ccnc2)cc1,-6.1%
O=C1/C(=N/n2cnnc2)c2ccccc2N1Cc1ccccc1,-2.2%
COC(=O)C1=C(C)n2nnnc2NC1c1cc2ccccc2o1 (configuration not stated),-2.1%

Going on with the list:
SMILES,mouse EphA4 binding
CC12CCC(C(=O)Nc3ccc(SC(F)F)cc3)(CC1=O)C2(C)C (configuration not stated),-12.3%
O=C(c1ccco1)N1CCN(C(=O)c2cc3c(=O)oc4ccccc4c3s2)CC1,-3.4%
CSc1nc(=O)n(-c2ccccc2)c(C)c1C(C)=O,-12.5%
CN(C)c1ccc(/C=N\NC(=O)c2csnn2)cc1,-10.6%
CCc1ccccc1NC(=O)c1onc(C)c1Cl,-8.0%
O=C(NCc1cccs1)[C@@H]1CSC2c3ccccc3C(=O)N21 (some centres not stated),-26.9%
CC1CCCC(C)N1C(=O)c1cc(-c2ccc(Cl)c(Cl)c2)on1 (configuration not stated),-3.5%
Cn1cccc1/C=N/n1c(-c2ccccc2)n[nH]c1=S,-9.9%

Assay outcomes as filed in PubChem.
